Tau fluor cs = counter-screen for tau fibril formation inhibitors; tau K18 P301L (four-repeat tau fragment) Alexa594 fluorescence, heparin fibrillization; Potency, µM (doses to about 57.7 µM), without a hit: at the top dose activity change, negative = decrease; 280,000 compounds, 0.93% hits; AID 1463; also: % is scaled to controls: 0 for no effect and ±100 for the full control effect; nearly all actives have a fitted effect of over 55% in size
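Human K18 P301L tau (15 uM unlabeled plus 0.24 uM Alexa 594-labeled, final) in 100 mM sodium acetate pH 7 was mixed with compound and 20 uM heparin and incubated 6 hr at 37 C.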
Epigenetic derep = epigenetic control regulation, reporter derepression; murine LDR cells, GFP reporter derepression, 30 h; Potency, µM (doses to about 53.9 µM), for inactives: at the highest dose GFP activation, most hits filed as activators; 280,000 compounds, 0.2% hits; AID 1865; also: % of control where 0% means no effect; nearly all actives have a fitted effect of over 60% in size
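Murine LDR cells bearing a silenced CMV-driven GFP reporter were exposed to compound for 30 h at 37 C. After PBS washes, GFP-positive cells (20-120 um objects) counted by laser-scanning microplate cytometry.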
* = called active by the depositor; ? = inconclusive. Calls follow the shape of the dose curve; as a rule, active = well fitted curve in the direction sought with a large enough effect; inconclusive = small, poorly fitted or top-dose-only effect, or another doubt; inactive = no such curve, though single readings can be large; an effect the other way counts as inactive or inconclusive. Potency is read from the fitted curve at half-maximal effect. Some of the compounds tested (hit frequency here may not be typical).

| molecule | Tau fluor cs | Epigenetic derep |
| --- | --- | --- |
| CCc1ccc(NCc2cc3ccc(OC)cc3n(CC(=O)Nc3ccc(F)cc3F)c2=O)cc1 | ? | 0.6% |
| O=C(Nc1c(C(=O)N2CCN(c3ccccc3)CC2)oc2ccccc12)c1ccccc1F | -29% | -1.1% |
| COc1cc(OC)c(Nc2nc3ccc(C)cc3n3nnnc23)cc1Cl | ? | -0.1% |
| Cc1cc(-c2ccc(C)c(S(=O)(=O)NCC3CCN(Cc4ccc(F)cc4)CC3)c2)on1 | -6% | -2.4% |
| COc1cccc(CNC(=O)c2c3c(nc4ccccc24)C(=O)N(C2CCCCC2)C3)c1 | -5% | 0.0% |
| Cc1cccc(-n2ncc(C(=O)N3CCN(Cc4ccccc4)CC3)c2C2CCN(C(=O)OC(C)(C)C)CC2)c1 | -5% | -1.3% |
| Cc1ccc(S(=O)(=O)CC(=O)Nc2nc3c(C)cc(C)cc3s2)cc1 | ? | 5.3% |
| COc1cccc2sc(NC(=O)c3ccc4c(c3)OCCO4)nc12 | -8% | -3.1% |
| CCOc1ccc(CNS(=O)(=O)c2c(C(=O)N3CCCCCC3)c(C)n(C)c2C)cc1OC | -1% | 0.0% |
| CCOC(=O)c1c(C)[nH]c(CCC(=O)Nc2c(C)cccc2CC)c1C | -11% | -2.2% |
| COC(=O)c1sc2c(c1C)c(=O)n(-c1ccccc1)c(=O)n2CC(=O)Nc1cccc(C)c1 | -27% | ? |
| CCn1ccc2c(OCC(=O)Nc3ccc(C(C)=O)cc3)cccc2c1=O | -6% | 4.1% |
| Cc1ccccc1-n1c(SCC(=O)c2ccccc2)nnc1-c1ccc(F)cc1 | 6% | -1.6% |
| CCCCn1c(SCC(=O)Nc2cccc(OC)c2)nc2ccsc2c1=O | ? | 2.1% |
| CN(C)c1cccc(C(=O)Nc2ccc(-c3nc4ccccc4s3)cc2)c1 | ? | 0.0% |
| CCOc1ccc(CC(=O)NC2CC(=O)N(c3cccc(F)c3)C2)cc1 (centres undefined) | 2% | 1.7% |
| COc1cc2cc(CNc3ccccc3)c(=O)n(CC(=O)Nc3ccc(C)c(Cl)c3)c2cc1OC | ? | -1.5% |
| CC(=O)N1c2ccc(S(=O)(=O)N3CCCCCC3)cc2CC1C(=O)NCc1ccccc1 (centres undefined) | -11% | 0.4% |
| Cc1ccc(-n2cnc3cc(C(=O)NCc4ccccc4Cl)ccc32)c(C)c1 | -13% | 3.5% |
| CCC(=O)N1CCc2cc(CNC(=O)c3ccccc3C)ccc21 | -11% | 9.1% |
| Cc1nnc(N2CCC(C(=O)NCCc3ccccc3)CC2)c2nn(-c3ccccc3)c(C)c12 | -4% | -5.7% |
| COc1cccc(CNC(=O)c2ccc3nc(-c4ccc(F)cc4)c(-c4ccc(F)cc4)nc3c2)c1 | -10% | 1.6% |
| Cc1ccc(-n2ncc(C(=O)N3CCN(c4ccccn4)CC3)c2C2CCN(C(=O)OC(C)(C)C)CC2)cc1C | 1% | -0.2% |
| Cc1ccc(NC(=O)CCS(=O)(=O)c2cc3c4c(c2)CCN4C(=O)CC3)c(C)c1 | 10% | -2.5% |
| Cc1ccc(S(=O)(=O)NCCc2csc3nc(-c4ccccc4F)nn23)cc1C | -19% | 0.8% |

Next part:
| molecule | Tau fluor cs | Epigenetic derep |
| --- | --- | --- |
| Cc1ccc(-n2ncc3c(N4CCCCCC4)ncnc32)cc1Cl | -16% | 7.1% |
| O=C(NCc1ccc(F)cc1)C1CCCCN1S(=O)(=O)c1ccc(F)cc1 (centres undefined) | -9% | -2.7% |
| CC(=O)c1cc(-c2ccccc2)n(CC(=O)Nc2ccc(C)cc2C)c1C | -4% | 0.0% |
| CCOc1cc(-c2nnc(SCC(=O)NCCCOC)nc2-c2ccc(OC)c(OCC)c2)ccc1OC | 0% | 1.3% |
| CCc1ccc(NCc2cc3ccc(OC)cc3n(CC(=O)Nc3c(C)cc(C)cc3C)c2=O)cc1 | -11% | 12% |
| Cc1cc(C)c(CN2C(=O)c3ccccc3S(=O)(=O)c3ccc(C(=O)OCC4CCCO4)cc32)c(C)c1 (centres undefined) | -10% | 0.2% |
| CCOc1ccc(-c2cc(C(=O)NCCCOC)c3c(-c4ccc(CC)cc4)[nH]nc3n2)cc1 | 0% | 13% |
| CN(C)c1ccc(C(CNS(=O)(=O)c2ccc(Br)cc2)N2CCCC2)cc1 (centres undefined) | -15% | 5.6% |
| Cc1ccccc1CNC(=O)c1cnc2sc(N3CCOCC3)nn2c1=O | 3% | 2.3% |
| CCOC(=O)c1ccc(NC(=O)c2noc3c2CCCC3)cc1 | -16% | -1.2% |
| O=C(NCCCN1CCN(c2cccc(Cl)c2)CC1)c1cnn(-c2ccc(F)cc2)c1-n1cccc1 | -16% | 3.2% |
| COc1cc(OC)c(NS(=O)(=O)c2c(C(=O)N3CCCCCC3)c(C)n(C)c2C)cc1Cl | -5% | 0.0% |
| O=C(C1CCC(Cn2c(=O)c3sccc3n(Cc3ccc(F)cc3)c2=O)CC1)N1CCOCC1 (centres undefined) | 1% | 1.5% |
| Cc1nc(N2CCCC2)c2c(C(=O)N3CCN(c4ccccc4)CC3)c(C)oc2n1 | -3% | 0.0% |
| Cc1c(C(=O)N2CCC(C)CC2)c(S(=O)(=O)N2CCN(c3ccc(Cl)cc3)CC2)c(C)n1C | -8% | -2.6% |
| Cc1ccc(N2CC(NC(=O)c3cc4ccccc4o3)CC2=O)cc1 (centres undefined) | -14% | 7.7% |
| CCOC(=O)c1ccc(NC(=O)Cn2nc3c4ccccc4n(Cc4cccc(F)c4)cc-3c2=O)cc1 | -6% | 4.2% |
| CCCCNC(=O)c1c(C)oc2ncn(CC(C)C)c(=O)c12 | -12% | 5.1% |
| O=C(CNC(=O)c1ccccc1)OCc1cc(=O)n2ccsc2n1 | 6% | 1.1% |
| Cc1ccc(C)c(NC(=O)Cn2c(=O)nc(-c3ccccc3)c3ccccc32)c1 | -1% | -4.7% |
| Cc1ccc(Cn2ccnc2SCC(=O)Nc2nc3ccccc3s2)cc1 | -25% | 0.0% |
| CCCn1ccc2c(OCC(=O)Nc3ccc(F)cc3F)cccc2c1=O | -5% | 5.4% |
| COc1cc(CNC(=O)c2cnc3c(-c4cccc(C)c4)c(C)nn3c2C)cc(OC)c1OC | -9% | 1.1% |
| Cc1ccc(Cl)cc1Nc1nn2c(=O)c3ccc(C(=O)NCc4ccc(F)cc4)cc3nc2s1 | -1% | -2.9% |
| Cc1ccc2nc(CSc3nnc(NC(=O)CC(C)C)s3)cc(=O)n2c1 | -1% | -3.4% |

New compounds follow:
| molecule | Tau fluor cs | Epigenetic derep |
| --- | --- | --- |
| COC(=O)c1ccc(NC(=O)CC2C(=O)N(c3ccccc3)C(=O)N2C2CCCC2)cc1 (centres undefined) | -24% | -1.1% |
| COc1cc(NC(=O)CN2CCN(c3ccc(F)cc3)CC2)cc(OC)c1 | -9% | ? |
| COc1ccc(CNC(=O)Cc2ccc(NC(=O)N3CCSc4ncccc43)cc2)cc1 | 3% | 1.2% |
| COc1cccc(NC(=O)CSC2=Nc3ccccc3C3=NC(CC(=O)NCCc4ccccc4)C(=O)N23)c1 (centres undefined) | 2% | 0.2% |
| O=C1C(=O)N(C2CCN(S(=O)(=O)c3ccccc3)CC2)CCN1Cc1ccccc1 | -2% | -2.0% |
| CCc1cccc(CC)c1NC(=O)CCS(=O)(=O)c1ccc(Br)cc1 | -3% | 0.0% |
| Cc1nc(-c2ccc(S(=O)(=O)Nc3ccc(Cl)c(C(F)(F)F)c3)cc2)co1 | ? | 0.0% |
| COc1ccc(NC(=O)NC2COc3ccccc3C2)c(OC)c1 (centres undefined) | -15% | -2.5% |
| COc1ccc(OC)c(Nc2ncnc3c2cnn3-c2ccc(C)cc2)c1 | ? | 4.5% |
| COc1ccc(C2=C(C)C(=O)N(Cc3ccc(C(=O)Nc4cccc(F)c4)cc3)S2(=O)=O)cc1 | -29% | 0.0% |
| CCC(=O)Nc1cccc(-c2cn3c(C)csc3n2)c1 | -8% | -0.2% |
| Cc1nnc(N2CCN(C(=O)Nc3cc(F)ccc3F)CC2)c2nn(-c3ccc(Cl)cc3)c(C)c12 | -7% | 1.5% |
| Cc1ccc(CNC(=O)C(=O)Nc2c3c(nn2-c2ccccc2)CSC3)cc1 | 1% | 6.3% |
| COc1cccc(C(=O)NCC(=O)OCc2cc(=O)n3c(C)csc3n2)c1 | -3% | 0.0% |
| CCOc1ccc(S(=O)(=O)NCc2cccn2Cc2cccc(C)c2)cc1 | -3% | 0.4% |
| COc1ccc(C(=O)NCc2ccc3c(c2)CCN3C(=O)c2ccc(C)cc2)cc1 | -16% | 0.0% |
| O=C(NCc1ccccc1)c1ccc2c(c1)nc1n2CCCCC1 | -12% | -3.4% |
| O=C(c1cccn1-c1nnc(N2CCCCC2)s1)N1CCN(c2ccccc2)CC1 | -12% | -3.3% |
| CCN(CC)CCCNC(=O)c1ccc(-c2nc(CN3CCc4ccccc43)c(C)o2)cc1 | -24% | 0.0% |
| COc1ccc2nc(N(Cc3cccnc3)C(=O)Cc3ccccc3)sc2c1 | -18% | 1.4% |
| COc1ccc(NC(=O)C2CCN(C3=NS(=O)(=O)C(c4ccc(C)c(C)c4)=C3C)CC2)cc1OC | 9% | 3.8% |
| COc1ccccc1-c1cc(NC(=O)COc2ccc(C)c(C)c2)n(-c2ccccc2)n1 | -4% | -1.0% |
| COC(=O)c1ccc(CSc2nc3c([nH]c4ccccc43)c(=O)n2-c2ccc(F)cc2)o1 | -14% | 2.8% |
| Cc1c(Cl)cccc1Nc1nn2c(=O)c3ccccc3nc2s1 | -5% | 1.3% |
| CCCNC(=O)Cn1c(=O)cc(C)c2c(C)nn(-c3cccc(F)c3)c21 | 1% | -1.1% |

Next section
| molecule | Tau fluor cs | Epigenetic derep |
| --- | --- | --- |
| Cc1ccc(-c2nc(CCNC(=O)C(=O)Nc3ccc(F)cc3F)cs2)cc1 | -12% | 0.0% |
| COc1ccc(C2c3cccn3CCN2S(=O)(=O)c2ccccc2[N+](=O)[O-])cc1OC (centres undefined) | ? | 3.8% |
| Cc1ccc(-n2nc(C)c3c(C(=O)Nc4ccc(Br)c(C)c4)cc(C)nc32)cc1 | ? | -1.3% |
| CC(C)(C)NC(=O)c1oc2ccccc2c1NC(=O)c1ccc(F)cc1 | -21% | -1.3% |
| CCOc1ccc(-n2c(=O)c3c(C)c(C(=O)N(C)C)sc3n(Cc3cc(C)ccc3C)c2=O)cc1 | -1% | 0.0% |
| Cc1cc(C)cc(NCc2nnc3n2CCCCC3)c1 | -16% | 2.1% |
| COc1ccc(C)cc1S(=O)(=O)Nc1cccc(-c2ccc(N3CCC(C)CC3)nn2)c1 | -17% | 14% |
| Cc1ccc(NC(=O)CSc2nc(=O)n(Cc3cccnc3)c3c2CCC3)cc1F | -7% | 3.9% |
| CCC(=O)C1=C(c2ccc(C)cc2)N(C(=O)CC)n2c(nnc2C2CCCCC2)S1 | -11% | -2.8% |
| CN(C)c1ccc(C(CNS(=O)(=O)c2ccc(Br)cc2)N2CCOCC2)cc1 (centres undefined) | ? | 1.4% |
| CCOC(=O)c1c(C)[nH]c(CCC(=O)NCc2ccccc2C)c1C | 0% | 0.7% |
| CCOC(=O)c1ccc(CN(Cc2ccc(Cl)cc2Cl)S(=O)(=O)c2cccc(Cl)c2)cc1 | -1% | -1.1% |
| CCC(CC)C(=O)Nc1cccc(-c2nc3ncccn3c2C)c1 | -2% | 2.3% |
| CCc1ccccc1N(C)C(=O)c1cnc(N2CCOCC2)c2ccccc12 | 3% | 0.0% |
| Cc1ccc(F)cc1NC(=O)Cn1c(C)cc(C)c(C#N)c1=O | -2% | ? |
| COc1ccc(-c2ccc(=O)n(CC(=O)Nc3ccc(C)cc3C)n2)cc1 | -1% | 1.1% |
| CCN1CCN(C(c2ccc(SC)cc2)c2c(O)cc(C)n(CCOC)c2=O)CC1 (centres undefined) | 3% | ? |
| CC1=C(c2ccc(C)cc2)S(=O)(=O)N(Cc2ccc(C(=O)Nc3ccc(C)c(F)c3)cc2)C1=O | -17% | 1.5% |
| CCc1ccc(-c2ccc3nnc(SCC(=O)Nc4cccc(C(C)=O)c4)n3n2)cc1 | -11% | 2.8% |
| COc1ccccc1NCc1cccn1-c1nnc(N2CCOCC2)s1 | -3% | 4.6% |
| Cc1ccc(CCNC(=O)c2ccc(CS(=O)(=O)Cc3cccc(C)c3)o2)cc1 | -8% | 1.3% |
| Cc1ccc2c(c1)sc1nc(-c3cc4cc(Cl)ccc4oc3=O)cn12 | 0% | -0.2% |
| Cc1ccccc1CN1CCCN(CC(=O)Nc2ccc3c(c2)OCCO3)S1(=O)=O | -14% | -4.3% |
| COc1cccc(C(=O)Nc2cccc(-c3cn4ccsc4n3)c2)c1OC | -23% | 0.6% |
| CCOC(=O)c1ccc(NC(=O)CSc2ccc3ccccc3n2)cc1 | -26% | -0.6% |
| CC(C)c1ccc(N2C(=O)CSC23C(=O)N(C)c2ccccc23)cc1 (centres undefined) | -2% | -1.6% |
| CCS(=O)(=O)NCCc1csc2nc(-c3ccc(OC)cc3)nn12 | -9% | 8.5% |
| Cc1cc(Nc2ccc(C(C)C)cc2)nc(-n2nc(C)cc2C)n1 | -24% | -1.1% |

Of the compounds above, these contain a tert-butyl group.
| molecule | Tau fluor cs | Epigenetic derep |
| --- | --- | --- |
| Cc1cccc(-n2ncc(C(=O)N3CCN(Cc4ccccc4)CC3)c2C2CCN(C(=O)OC(C)(C)C)CC2)c1 | -5% | -1.3% |
| Cc1ccc(-n2ncc(C(=O)N3CCN(c4ccccn4)CC3)c2C2CCN(C(=O)OC(C)(C)C)CC2)cc1C | 1% | -0.2% |
| CC(C)(C)NC(=O)c1oc2ccccc2c1NC(=O)c1ccc(F)cc1 | -21% | -1.3% |

Screening results as filed in PubChem BioAssay.
